Source: PubChem
TNAP inh no acc: blocks human TNAP activity with no phosphate acceptor present | inhibition, % at 20 µM | 200,000 tested, 0.26% active | AID 1012 | P05186 | purified TNAP, CDP-star luminescence, 30 min;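 active = tissue-nonspecific alkaline phosphatase inhibition above about 50% at 20 µM in the single-dose screen, limit read from the data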;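 also: 0% = DMSO negative control and 100% = EDTA positive control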
Target sequence (P05186 whole entry, looked up): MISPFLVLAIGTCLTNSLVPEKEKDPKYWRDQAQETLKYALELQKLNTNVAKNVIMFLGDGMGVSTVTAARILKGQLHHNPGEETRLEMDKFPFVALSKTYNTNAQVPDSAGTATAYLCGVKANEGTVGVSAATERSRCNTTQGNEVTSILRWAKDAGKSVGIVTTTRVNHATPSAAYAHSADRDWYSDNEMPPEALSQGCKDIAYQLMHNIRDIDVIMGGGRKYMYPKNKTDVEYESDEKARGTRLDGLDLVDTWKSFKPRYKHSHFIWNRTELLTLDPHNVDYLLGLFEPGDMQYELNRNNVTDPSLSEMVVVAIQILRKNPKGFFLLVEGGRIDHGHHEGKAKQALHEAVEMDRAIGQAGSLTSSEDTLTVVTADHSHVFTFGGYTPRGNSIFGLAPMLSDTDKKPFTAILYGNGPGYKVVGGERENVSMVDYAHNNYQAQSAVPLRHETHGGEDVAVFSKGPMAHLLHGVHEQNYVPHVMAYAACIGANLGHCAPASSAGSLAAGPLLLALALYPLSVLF
PMI act satM6P: PMI (human) activation, high substrate; 190,000 tested, 0.34% active; AID 1216; activation factor at 20 µM; P34949; coupled PMI enzyme assay, resazurin fluorescence, 20 min; stronger effect = higher value; 1 = untreated enzyme, 0 = substrate-free blank;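 active = activation factor of 2 or more at 20 µM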
Target sequence (P34949 whole entry, looked up): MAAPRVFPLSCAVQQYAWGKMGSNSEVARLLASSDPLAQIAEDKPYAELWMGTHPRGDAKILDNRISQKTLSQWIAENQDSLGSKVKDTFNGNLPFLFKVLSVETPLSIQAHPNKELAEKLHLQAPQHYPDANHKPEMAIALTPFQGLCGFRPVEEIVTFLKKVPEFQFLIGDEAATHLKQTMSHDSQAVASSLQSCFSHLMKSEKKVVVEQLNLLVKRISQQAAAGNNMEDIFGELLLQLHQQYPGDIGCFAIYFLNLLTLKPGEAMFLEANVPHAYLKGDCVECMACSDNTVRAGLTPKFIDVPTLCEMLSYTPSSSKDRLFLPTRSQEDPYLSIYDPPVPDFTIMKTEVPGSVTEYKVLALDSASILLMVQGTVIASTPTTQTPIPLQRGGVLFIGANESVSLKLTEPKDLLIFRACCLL
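Test system: human phosphomannose isomerase with PGI, G6PDH, diaphorase coupling enzymes; amount: 15 ng/mL PMI; incubation: enzyme reaction with compound 20 min at room temperature; technique: resorufin fluorescence (Ex 544/Em 590 nm) from resazurin via diaphorase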
PMI act: phosphomannose isomerase (human) activation | P34949 | purified human PMI, coupled resazurin fluorescence, 20 min; stronger effect = higher value; 1 = vehicle control, 0 substrate-free wells | activation factor at 20 µM | 190,000 tested, 0.005% active;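 active = activation factor of 2 or more at 20 µM, relative to plate controls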
Diaph inh CS: inhibits diaphorase or chemically oxidizes, flagging diaphorase assay artifacts | 190,000 tested, 0.69% active | AID 1217 | diaphorase resazurin-to-resorufin fluorescence, NADH, 16 min; bacterial (C. kluyveri) enzyme, not human | inhibition, % at 20 µM;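 active = primary screen inhibition at 20 µM above a set limit, cut at about 50% in these data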;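 also: plate controls were DMSO with full reaction for no effect and wells lacking NADH for full effect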
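Assay system: diaphorase enzyme from Clostridium kluyveri. Quantity: enzyme working solution with 0.14 U/mL diaphorase. Schedule: reaction incubation of 16 min at room temperature. Technique: resorufin fluorescence, excitation 544 nm, emission 590 nm. Controls: No-NADH positive control and DMSO neutral control.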
L major viab: reduces viability of Leishmania major promastigotes | resazurin fluorescence viability | inhibition, % at 10 µM | 200,000 tested, 9% active; in the data active = inhibition above about 50%;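 also: promastigotes grown with compound for 44 hours at 28 °C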
TNAP inh hi DEA: TNAP (human) inhibition, high acceptor; purified TNAP, CDP-star luminescence, 1 M DEA; inhibition, % at 20 µM; 200,000 tested, 0.03% active; AID 1135;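 active = over 50% inhibition of tissue-nonspecific alkaline phosphatase at 20 µM in the single-dose screen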;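 also: plate controls were DMSO wells for no effect and EDTA-quenched wells as full inhibition for full effect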
bIAP inh: blocks bovine intestinal alkaline phosphatase activity; 190,000 tested, under 10 active; purified bovine IAP, CDP-star luminescence, 30 min; inhibition, % at 20 µM; AID 1019;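 active = over 50% inhibition of intestinal alkaline phosphatase at 20 µM in the single-dose screen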
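System: purified bovine intestinal alkaline phosphatase (IAP) enzyme; Input: IAP diluted 1/65,000,000 in the well; Measured by: CDP-star luminescence signal; Compound dosing: 20 µM single dose; Incubation: 30 min reaction at room temperature.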
Diaphorase act: activates diaphorase or chemically reduces, flagging diaphorase assay artifacts; AID 1229; Diaphorase/resazurin coupled assay, resorufin fluorescence, 16 min; stronger effect = higher value; 1 = vehicle wells, 0 = NADH-free wells; activation factor at 20 µM; 190,000 tested, 0.005% active;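 active = diaphorase activity raised at least twofold by the compound at 20 µM; inactive = activation factor below 2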
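Test system: Clostridium kluyveri diaphorase, purified enzyme; input: enzyme 0.07 U/mL final; buffer or medium: 50 mM HEPES pH 7.4 with 4.542 mM MgCl2, 0.005% Tween 20; also added: 0.114 mM NADH and 0.1 mM resazurin, final amounts; schedule: 16 min enzyme reaction, ambient temperature; technique: fluorescence of resorufin, 544 nm excitation, 590 nm emission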
TNAP act hi DEA: TNAP (human) activation, high acceptor; 200,000 tested, under 10 active; purified TNAP, CDP-star luminescence, 1 M DEA, 30 min; stronger effect = higher value; 0 = EDTA background, 1 = DMSO-only activity; activation factor at 20 µM;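 active = activation factor at least 2 at 20 µM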
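Assay system: human TNAP; Input: enzyme diluted 1/800 final; Reagent: CDP-star luminogenic substrate at 100 µM final; Timing: 30 min, room temperature; Signal: luminescence; Evaluation: TNAP activation factor scaled between EDTA and DMSO control wells.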
bIAP activator: increases bovine intestinal alkaline phosphatase activity; activation factor at 20 µM; purified bovine IAP, CDP-star luminescence, 30 min; stronger effect = higher value; fold of DMSO-control signal, blank-subtracted; 200,000 tested, 0.17% active; AID 1016;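 active = activation factor of 2 or more at 20 µM, a signal rise over negative controls twice the positive control's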
* marks the source's active call; other numbers are inactive results; nt = not tested or not shown. These rows are one share of the data (hit frequency here may not be typical).

SMILES	TNAP inh no acc	PMI act satM6P	PMI act	Diaph inh CS	L major viab	TNAP inh hi DEA	bIAP inh	Diaphorase act	TNAP act hi DEA	bIAP activator
COc1cccc(-n2c(C)nc3ccccc3c2=O)c1	-10	0.9	0.9	8	-6	-4	5	0.9	1	0.9
CCC(=O)Nc1ccc(N2CCN(CC)CC2)c(Cl)c1	-8	0.9	1	10	-3	-2	4	0.9	1	1
CC(C)CN(CC(C)C)c1ccc(C=C2C(=O)NC(=S)NC2=O)cc1[N+](=O)[O-]	0	1.9	1.2	14	81*	6	5	0.9	0.9	0.9
Cc1cccn2c(=O)c3c(nc12)N1CCc2ccccc2C1C1(C3)C(=O)NC(=O)N(C)C1=O (stereo not given)	20	1.2	1	32	50*	-4	2	0.7	1	1
COc1ccc(/C=C2/C(=O)NC(=O)N(Cc3ccco3)C2=O)cc1	0	1.2	1.3	8	-5	-2	-38	0.9	1	1.4
O=C(Cc1ccccc1)OCn1nnc2ccccc2c1=O	-6	1.1	1	8	5	1	15	0.9	1	0.9
COc1ccc(CCNCc2ccc(SC)cc2)cc1	-6	1.1	1.1	5	63*	-5	4	0.9	1.1	1
O=c1[nH]c(=S)n(Cc2ccco2)c(O)c1C=NCc1cccs1	12	1	0.9	11	-5	-1	-12	0.9	1	1.1
CCOC(=O)C(NC(=O)C(Cc1ccc(N(CCCl)CCCl)cc1)NC(C)=O)C(C)C (stereo not given)	-7	1.2	1.4	6	-4	-1	3	0.9	1	1
O=C(Cc1ccccc1)N1CCN(C2CCCC2)CC1	-14	1.1	1	-7	-1	-7	-11	1.1	1.1	1.1
O=C1NC(=O)N(C2CCCCC2)C(=O)C1C1c2ccccc2C(=O)N1Cc1ccccc1 (stereo not given)	-11	1	1.1	11	-3	-2	7	0.9	1	0.9
N#CCP(=S)(c1ccccc1)c1ccccc1	-7	1	1.1	-5	6	-2	-6	1.1	1	1.1
O=c1[nH]c(=O)n(-c2ccccc2)c(O)c1N=Nc1ccc(Br)cc1	9	1	1	9	1	4	-14	0.9	1	1.1
CN1C(=O)C(=Cc2ccc(-c3cccc(Cl)c3)o2)C(=O)N(C)C1=O	-3	1.1	1.1	12	-4	-2	-2	0.9	1	1
CCCCn1c(O)c(C(C)=NCCCn2ccnc2)c(=O)[nH]c1=O	2	0.9	1	13	-2	-1	14	0.9	1	0.9
CC(=NCCC1=CCCCC1)c1c(O)[nH]c(=O)[nH]c1=O	-8	0.8	1	21	-1	-8	13	0.8	1.1	0.9
COc1ccc(CCNCc2ccc(F)cc2)cc1OC	-8	1.3	1	8	50*	-3	32	0.9	1	0.7
COc1cccc(OCC(=O)N2CCN(C)CC2)c1	-5	0.9	1	3	-7	-5	2	1	1	1
CC(=NCc1ccco1)c1c(O)n(Cc2ccccc2)c(=O)[nH]c1=O	-10	0.9	1.1	16	4	-5	-15	0.8	1.1	1.1
CN1C(=O)C(=Cc2ccc(N3CCOCC3)o2)C(=O)N(C)C1=S	31	nt	nt	nt	3	28	9	nt	0.7	0.9

Shown in CSV form: part of the list above.
SMILES,TNAP inh no acc,PMI act satM6P,PMI act,Diaph inh CS,L major viab,TNAP inh hi DEA,bIAP inh,Diaphorase act,TNAP act hi DEA,bIAP activator
COc1ccc(CCNCc2ccc(SC)cc2)cc1,-6,1.1,1.1,5,63*,-5,4,0.9,1.1,1
O=c1[nH]c(=S)n(Cc2ccco2)c(O)c1C=NCc1cccs1,12,1,0.9,11,-5,-1,-12,0.9,1,1.1
CCOC(=O)C(NC(=O)C(Cc1ccc(N(CCCl)CCCl)cc1)NC(C)=O)C(C)C (stereo not given),-7,1.2,1.4,6,-4,-1,3,0.9,1,1
O=C(Cc1ccccc1)N1CCN(C2CCCC2)CC1,-14,1.1,1,-7,-1,-7,-11,1.1,1.1,1.1
O=C1NC(=O)N(C2CCCCC2)C(=O)C1C1c2ccccc2C(=O)N1Cc1ccccc1 (stereo not given),-11,1,1.1,11,-3,-2,7,0.9,1,0.9
N#CCP(=S)(c1ccccc1)c1ccccc1,-7,1,1.1,-5,6,-2,-6,1.1,1,1.1
O=c1[nH]c(=O)n(-c2ccccc2)c(O)c1N=Nc1ccc(Br)cc1,9,1,1,9,1,4,-14,0.9,1,1.1
CN1C(=O)C(=Cc2ccc(-c3cccc(Cl)c3)o2)C(=O)N(C)C1=O,-3,1.1,1.1,12,-4,-2,-2,0.9,1,1
CCCCn1c(O)c(C(C)=NCCCn2ccnc2)c(=O)[nH]c1=O,2,0.9,1,13,-2,-1,14,0.9,1,0.9
CC(=NCCC1=CCCCC1)c1c(O)[nH]c(=O)[nH]c1=O,-8,0.8,1,21,-1,-8,13,0.8,1.1,0.9
COc1ccc(CCNCc2ccc(F)cc2)cc1OC,-8,1.3,1,8,50*,-3,32,0.9,1,0.7

(listing goes on)
SMILES	TNAP inh no acc	PMI act satM6P	PMI act	Diaph inh CS	L major viab	TNAP inh hi DEA	bIAP inh	Diaphorase act	TNAP act hi DEA	bIAP activator
O=C(COc1ccccc1)N1CCN(C2CC3CCC2C3)CC1 (stereo not given)	-8	1.1	1.1	3	72*	-5	6	1	1.1	0.9
Fc1c(F)c(F)c(N2CCNCC2)c(F)c1F	-9	1.1	1.2	-3	28	-2	-12	1	1	1.1
O=P(C(c1c[nH]c2ccccc12)N1CCOCC1)(N1CCOCC1)N1CCOCC1 (stereo not given)	-3	1	1	-17	-5	-6	0	1.2	1.1	1
O=C(COc1ccc(Cl)cc1Cl)N1CCN(C/C=C/c2ccccc2)CC1	-6	1	1	6	89*	-2	-13	0.9	1	1.1
Cc1nn(C2CCOC(C)(C)C2)c2c1C(c1ccc3c(c1)OCO3)SCC(=O)N2 (stereo not given)	-8	1.1	1	0	1	-2	2	1	1	1
CCn1c(=O)cc(SCC(=O)N2CCC3(CC2)OCCO3)c2ccccc21	-14	1.1	1	10	-2	-4	0	0.9	1	1
CNc1cc(Cl)c2nonc2c1[N+](=O)[O-]	-6	0.5	0.8	43	75*	5	1	0.6	0.9	1
COC(=O)[C@@H]1[C@@H](C(=O)OC)C2(c3ccccc3-c3ccccc32)N(c2ccc(Cl)cc2)N1C#N	1	0.9	0.9	17	74*	4	18	0.8	1	0.8
Cc1ccc2c(c1)CC1(CN2C)C(=O)NC(=O)N(c2cc(C)ccc2C)C1=O (stereo not given)	-14	1.6	1.5	20	-3	-10	-6	0.8	1.1	1.1
COc1ccc2c(c1)c(C(=O)O)c(C)n2C(C)C	-6	1	1	4	-1	1	9	1	1	0.9
CC1(C)CC2(CCO1)NCCN1C(=O)CSC12 (stereo not given)	-16	1	1.1	-3	-8	-5	3	1	1.1	1
OCCN1C2CCC1CC(O)(c1ccc(F)cc1)C2 (stereo not given)	-16	1	1	-4	1	-8	-3	1	1.1	1
O=c1cc(C(F)(F)F)c2cc3c4c(c2o1)CCCN4CCC3	-13	1.2	1.1	1	6	-2	22	1	1	0.8
CCOC(=O)c1c(N)n(Cc2ccco2)c2nc3ccccc3nc12	-10	1	1	40	48	-2	10	0.6	1	0.9
CC12CN3CC(c4ccccc4)(CN(C1)C31CCCCC1)C2=O	-13	1	0.9	8	-6	-6	5	0.9	1.1	0.9
O=c1c2ccccc2nc(CN2CCCCCC2)n1-c1ccc(F)cc1	-11	1.2	1.1	10	-1	-1	4	0.9	1	1
CC1CN=C(NCCc2ccccc2)S1 (stereo not given)	-19	1	1	11	3	-2	2	0.9	1	1
CCOC(=O)c1c(N)n(CCCOC(=O)c2ccco2)c2nc3ccccc3nc12	-15	1	0.9	10	82*	-7	-5	0.9	1.1	1
C=CCN1C(=O)C2(C(C(=O)OCC)=C(N)Oc3ccccc32)c2c1c1ccccc1oc2=O (stereo not given)	-2	0.9	0.9	7	6	1	-5	0.9	1	1.1
O=C(O)C12C3CCCC1C32c1ccccc1 (stereo not given)	-10	1	1	8	-7	-1	3	0.9	1	1
CC(C)N1CCN(Cc2cccc3c2OCO3)CC1CCO (stereo not given)	-11	1	1	5	-3	-3	2	1	1	1
CCC(=O)c1cc(F)c(N2CCN(CC)CC2)cc1C	-16	0.9	1	20	1	-5	6	0.8	1	0.9
OC12Oc3ccccc3C=C1N1CCC2CC1 (stereo not given)	-9	1	1	-4	-4	-5	4	1	1.1	1
O=C(Cn1nc(-c2ccccc2)ccc1=O)N1CCC2(CC1)OCCO2	-6	1.1	1.2	-9	-5	-2	7	1.1	1	0.9
C/C(=N\N1CCN(C)CC1)c1c(O)[nH]c(=O)[nH]c1=O	2	1.1	1.1	-18	-11	6	nt	1.2	0.9	0.5
COc1ccc(NC(=O)N2CCC3(CC2)OCCO3)cc1OC	-10	0.9	1	10	-5	-3	0	0.9	1	1
CS(=O)(=O)Nc1ccc(Cc2noc(-c3ccc4[nH]cc(CCN)c4c3)n2)cc1	-6	1	0.9	-92	nt	-4	-15	1.9	1	1.1
COc1ccc(C(=O)C23CN4CN(CN(C4)C2)C3)cc1	-14	1	1.1	-4	-5	-3	4	1	1	1
CN1CCN(c2ccc(C(N)=O)cc2N)CC1	-9	1	1.1	0	-5	-6	5	1	1.1	0.9
O=C(Cc1ccccc1)Oc1ccccc1N1C(=O)CCC1=O	-4	1	1	3	3	2	7	1	1	0.9
Cc1ccc(N2C(=O)NC(=O)/C(=C\c3cnc(-c4ccccc4)nc3)C2=O)cc1	5	1.1	1	11	5	-3	31	0.9	1	0.7
CSCCC(N=Cc1c(O)n(-c2ccc(Br)cc2)c(=O)[nH]c1=O)C(=O)OC(C)(C)C (stereo not given)	9	1	0.9	0	-2	-6	-9	1	1.1	1.1
CN(C)C1(c2nnnn2CCOC(=O)Nc2ccc(Cl)cc2)CCCCC1	1	0.9	1	9	11	-3	-4	0.9	1	1
COc1ccc2c(c1)c(C(=O)O)c(C)n2CC(C)C	-14	1	0.9	11	-5	-3	4	0.9	1	1
COc1ccc(OC)c([C@@H](O)[C@H](C)NC(C)(C)C)c1	-12	1.1	1.1	13	0	-2	-8	0.9	1	1.1
